DDE Tn7 FP inh – inhibitors of Tn7 peptide binding to human fibrin DD(E); FP displacement of FITC-Tn7 peptide from fibrin DD(E); 0% = median of compound wells per plate; inhibition, % at 8.3 µM; 0.13% of 370,000 active;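 active = inhibition above the mean of compounds falling within the control limits plus 3 SD of them, cut at about 14% in these data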;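 also: 0% = plate median of compound wells and 100% = 10 µM Aha-Tn7 peptide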
Target sequence (P02675 whole entry, looked up): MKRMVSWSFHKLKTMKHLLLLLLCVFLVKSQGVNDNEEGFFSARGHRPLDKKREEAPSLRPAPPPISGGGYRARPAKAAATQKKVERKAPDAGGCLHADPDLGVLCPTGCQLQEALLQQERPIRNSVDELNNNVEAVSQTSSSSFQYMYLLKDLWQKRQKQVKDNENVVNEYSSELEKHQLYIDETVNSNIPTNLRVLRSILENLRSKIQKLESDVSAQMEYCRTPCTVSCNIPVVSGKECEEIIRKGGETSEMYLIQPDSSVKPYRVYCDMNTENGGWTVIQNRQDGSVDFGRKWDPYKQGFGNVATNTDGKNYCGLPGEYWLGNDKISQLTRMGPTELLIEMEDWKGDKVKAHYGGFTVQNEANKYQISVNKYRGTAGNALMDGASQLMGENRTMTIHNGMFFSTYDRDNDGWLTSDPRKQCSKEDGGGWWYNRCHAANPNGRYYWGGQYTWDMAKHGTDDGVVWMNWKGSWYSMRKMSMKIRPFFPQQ
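System: human fibrin DD(E); quantity: Fibrin-DD(E) at 2 µM final; also added: fluorescent Tn7 probe at 0.1 µM; compound dosing: single nominal test concentration of 8.3 µM per compound; schedule: 10 min preincubation, 3 h with tracer, room temperature; detection: fluorescence polarization of the labelled Tn7 tracer; repeats: one replicate per compound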
sPLA2-III inh – Inhibits HGIII-sPLA2 liposome hydrolysis, primary screen | Q9NZ20 | QFRET BODIPY PC-A2 liposome hydrolysis, fluorescence | inhibition, % at 12.2 µM | 0.56% of 370,000 active;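 active = inhibition above mean plus 3 SD of compounds lying within the high and low control bounds, cut at about 19% in these data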;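 also: 0% = median of test compound wells and 100% = no enzyme DMSO wells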
UHRF1 binding – blocks human UHRF1 binding to methylated DNA; Q96T88; UHRF1 binding to methylated oligo, TR-FRET; inhibition, % at 4.4 µM; 0.75% of 370,000 active; AID 687016; in the data active = inhibition above about 21%;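 also: UHRF1 SRA domain binding a hemimethylated CpG hairpin DNA probe; 0% = median of test compound wells and 100% = reference inhibitor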
KLK7 zymogen act – activates the human kallikrein-7 zymogen; P49862; purified proKLK7, EDANS-DABCYL substrate fluorescence; 100% is mature enzyme control, 0% vehicle; activation, % at 7 µM; 0.9% of 370,000 active; AID 652039;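 active = activation above the mean of all tested compounds plus 3 SD, computed per campaign excluding outliers beyond control limits, cut at about 13% in these data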
NR1D1 modulator – modulates human Rev-erb alpha binding to DNA; Rev-erbα–FITC-DNA binding, fluorescence polarization, 90 min; activity, % at 10 µM; 0.79% of 370,000 active; P20393;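 active = activity above about 14%, limit read from the data; passing the limit was not always enough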;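 also: 0% = DMSO wells with 35 nM protein and 100% = DMSO wells with 750 nM protein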
Target sequence (P20393 whole entry, looked up): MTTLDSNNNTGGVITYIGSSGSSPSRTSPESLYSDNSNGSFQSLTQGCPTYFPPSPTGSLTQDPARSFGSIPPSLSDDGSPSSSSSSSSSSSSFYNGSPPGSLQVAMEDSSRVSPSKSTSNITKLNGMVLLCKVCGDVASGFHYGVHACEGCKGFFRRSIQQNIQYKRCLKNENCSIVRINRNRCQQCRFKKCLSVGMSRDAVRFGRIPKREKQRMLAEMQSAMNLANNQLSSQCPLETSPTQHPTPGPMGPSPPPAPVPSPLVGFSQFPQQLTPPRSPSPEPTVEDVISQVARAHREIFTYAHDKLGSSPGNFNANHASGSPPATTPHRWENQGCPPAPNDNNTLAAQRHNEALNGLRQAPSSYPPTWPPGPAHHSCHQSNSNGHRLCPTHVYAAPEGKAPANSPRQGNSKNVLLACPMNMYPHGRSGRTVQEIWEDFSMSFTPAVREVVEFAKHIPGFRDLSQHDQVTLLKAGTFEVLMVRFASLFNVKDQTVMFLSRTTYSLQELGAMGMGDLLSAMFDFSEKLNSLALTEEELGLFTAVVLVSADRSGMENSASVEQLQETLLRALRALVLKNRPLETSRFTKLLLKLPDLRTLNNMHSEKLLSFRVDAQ
PLCg1 inh – PLC-gamma1 (human) inhibition, primary screen; purified PLC-gamma1, fluorogenic substrate, fluorescence; 0.84% of 370,000 active; AID 720700; inhibition, % at 12.2 µM; in the data active = inhibition above about 9.5%
DDE Tn6 FP inh – inhibitors of Tn6 peptide binding to human fibrin DD(E) | 0.21% of 370,000 active | Fibrin DD(E) TRITC-Tn6 fluorescence polarization displacement | P02675 | inhibition, % at 8.3 µM;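 active = inhibition above a per-campaign cutoff: mean of compounds within control limits plus 3 SD, cut at about 15% in these data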;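 also: 0% = median of all compound wells on the plate and 100% = blocking peptide control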
PLCb3 inh – inhibitors of human phospholipase C beta3; Q01970; Purified PLC-beta3, fluorogenic substrate, fluorescence; inhibition, % at 12.2 µM; 0.18% of 370,000 active; AID 720704; in the data active = inhibition above about 11%;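 also: 0% = median of compound wells on plate and 100% = full blocker control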
ASAP1 inh – blocks human ASAP1-stimulated Arf1 GTP hydrolysis; 0.19% of 360,000 active; inhibition, % at 16.5 µM; GDP FP detection; in the data active = inhibition above about 25%;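 also: 0% = vehicle with enzyme and substrate and 100% = no enzyme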
ARFGAP1 inhibitor – rat ARFGAP1 inhibition; inhibition, % at 16.5 µM; 0.26% of 360,000 active; Arfgap1-stimulated ARF1 GTP hydrolysis, GDP FP detection; Q62848; AID 651572;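 active = inhibition above a per-plate limit, mean inhibition of low control wells plus 3 SD, cut at about 25% in these data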;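 also: 0% = DMSO wells with enzyme and 100% = wells lacking Arfgap1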
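Assay system: purified rat His6-Arfgap1 residues 1-136 (GAP domain); Reagent: human Δ17 ARF1 bound to GTP; Dosing: 16.5 µM single point, 1.26% DMSO; Times: GTP hydrolysis reaction 2 h at 25 °C; Signal: FP, GDP Alexa 633 tracer displaced from anti-GDP antibody, 620/688 nm; Measure: % inhibition from polarization.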
Numbers without * were called inactive.

What do the screens show for `CCOc1ccc(C(=O)n2cnnc2N)cc1`?
DDE Tn7 FP inh: 6.4; sPLA2-III inh: 6.3; UHRF1 binding: -2.8; KLK7 zymogen act: 0.2; NR1D1 modulator: 3.1; PLCg1 inh: 1.4; DDE Tn6 FP inh: -5.3; PLCb3 inh: -4.9; ASAP1 inh: 3.4; ARFGAP1 inhibitor: 10.0

Results for Cc1cc(O)c(N=Cc2cc3c(cc2[N+](=O)[O-])OCO3)cc1C ?
DDE Tn7 FP inh: -0.1; sPLA2-III inh: -4.4; UHRF1 binding: 0.4; KLK7 zymogen act: -0.4; NR1D1 modulator: -2.1; PLCg1 inh: 0.9; DDE Tn6 FP inh: 4.2; PLCb3 inh: -10.3; ASAP1 inh: 2.2; ARFGAP1 inhibitor: 1.9

How did O=C(O)C12CC3CC(C1)CC(n1ncc(NCc4ccccc4)c(Cl)c1=O)(C3)C2 do in these assays?
DDE Tn7 FP inh: -3.2; sPLA2-III inh: 3.2; UHRF1 binding: -0.7; KLK7 zymogen act: -0.4; NR1D1 modulator: 2.0; PLCg1 inh: 1.2; DDE Tn6 FP inh: -4.4; PLCb3 inh: 6.3; ASAP1 inh: -1.2; ARFGAP1 inhibitor: 15.0

What do the screens show for `CCCCCCCCN1C(=O)[C@@H](CC(=O)NCCCN2CCCC2=O)C[C@@]2(C(=O)OC)C1=C[C@H](C1CCCC1)O[C@@H]2C`?
DDE Tn7 FP inh: -2.8; sPLA2-III inh: 0.3; UHRF1 binding: 0.7; KLK7 zymogen act: 0.1; NR1D1 modulator: 6.8; PLCg1 inh: -2.8; DDE Tn6 FP inh: 4.6; PLCb3 inh: -0.2; ASAP1 inh: -12.5; ARFGAP1 inhibitor: -3.5

Results for Cn1c(=O)cc(SCC(=O)N2CCCC2)c2cc(Cl)ccc21 ?
DDE Tn7 FP inh: -4.0; sPLA2-III inh: -1.2; UHRF1 binding: -0.9; KLK7 zymogen act: -0.5; NR1D1 modulator: -1.2; PLCg1 inh: 1.1; DDE Tn6 FP inh: -2.5; PLCb3 inh: 0.9; ASAP1 inh: 10.2; ARFGAP1 inhibitor: -2.5

Results for CCCC(C(=O)NC(C)(C)C)N(Cc1ccc(F)cc1)C(=O)c1snc(C(N)=O)c1N (centres undefined) ?
DDE Tn7 FP inh: -5.6; sPLA2-III inh: -1.2; UHRF1 binding: -0.7; KLK7 zymogen act: 2.2; NR1D1 modulator: 0.9; PLCg1 inh: -46.3; DDE Tn6 FP inh: -2.8; PLCb3 inh: -60.0; ASAP1 inh: 6.4; ARFGAP1 inhibitor: 12.8

How did Cc1cc2ccccc2cc1CN1CCCCC1 do in these assays?
DDE Tn7 FP inh: 5.2; sPLA2-III inh: 3.5; UHRF1 binding: -2.0; KLK7 zymogen act: -0.3; NR1D1 modulator: 2.6; PLCg1 inh: 1.2; DDE Tn6 FP inh: 16.3*; PLCb3 inh: -2.0; ASAP1 inh: -18.6; ARFGAP1 inhibitor: -12.1

How did COC(=O)c1cc(-c2ccccc2)c(=O)n2c1CCC2 do in these assays?
DDE Tn7 FP inh: 1.2; sPLA2-III inh: -3.0; UHRF1 binding: 0.8; KLK7 zymogen act: 0.0; NR1D1 modulator: -6.2; PLCg1 inh: -4.4; DDE Tn6 FP inh: 3.4; PLCb3 inh: -1.9

What do the screens show for `C/C(=N\O)C(C)(C)NC(=O)Nc1ccc(Cl)cc1`?
DDE Tn7 FP inh: -5.7; sPLA2-III inh: -2.5; UHRF1 binding: -2.5; KLK7 zymogen act: -0.3; NR1D1 modulator: -2.5; PLCg1 inh: 0.8; DDE Tn6 FP inh: -0.2; PLCb3 inh: 1.8; ASAP1 inh: 9.5; ARFGAP1 inhibitor: -3.0

How did CCN(CC)S(=O)(=O)c1ccc2c(c1)nc(SC(C)C(=O)NCC1CCCO1)n2CC (centres undefined) do in these assays?
DDE Tn7 FP inh: 0.9; sPLA2-III inh: -2.0; UHRF1 binding: -0.4; KLK7 zymogen act: -0.1; NR1D1 modulator: -7.2; PLCg1 inh: 1.5; DDE Tn6 FP inh: 6.5; PLCb3 inh: -2.8; ASAP1 inh: 1.4; ARFGAP1 inhibitor: 0.2

The final 2 records of the part before lead into the next:
What do the screens show for `C/C(=N\O)C(C)(C)NC(=O)Nc1ccc(Cl)cc1`?
DDE Tn7 FP inh: -5.7; sPLA2-III inh: -2.5; UHRF1 binding: -2.5; KLK7 zymogen act: -0.3; NR1D1 modulator: -2.5; PLCg1 inh: 0.8; DDE Tn6 FP inh: -0.2; PLCb3 inh: 1.8; ASAP1 inh: 9.5; ARFGAP1 inhibitor: -3.0

How did CCN(CC)S(=O)(=O)c1ccc2c(c1)nc(SC(C)C(=O)NCC1CCCO1)n2CC (centres undefined) do in these assays?
DDE Tn7 FP inh: 0.9; sPLA2-III inh: -2.0; UHRF1 binding: -0.4; KLK7 zymogen act: -0.1; NR1D1 modulator: -7.2; PLCg1 inh: 1.5; DDE Tn6 FP inh: 6.5; PLCb3 inh: -2.8; ASAP1 inh: 1.4; ARFGAP1 inhibitor: 0.2

What do the screens show for `O=S(=O)(NCC(c1cccnc1)N1CCc2ccccc2C1)c1ccccc1` (centres undefined)?
DDE Tn7 FP inh: -7.8; sPLA2-III inh: -10.2; UHRF1 binding: -0.1; KLK7 zymogen act: 0.2; NR1D1 modulator: -4.0; PLCg1 inh: -0.9; DDE Tn6 FP inh: 2.4; PLCb3 inh: -3.8; ASAP1 inh: 7.1; ARFGAP1 inhibitor: 10.3

What do the screens show for `CCC12CN(C(=O)c3ccc(OC)cc3)CC(CC)(CN(C(=O)c3ccc(OC)cc3)C1)C2=O`?
DDE Tn7 FP inh: -3.9; sPLA2-III inh: 3.9; UHRF1 binding: 2.2; KLK7 zymogen act: 0.0; NR1D1 modulator: 0.0; PLCg1 inh: -1.7; DDE Tn6 FP inh: 1.2; PLCb3 inh: -1.3; ASAP1 inh: 7.2; ARFGAP1 inhibitor: -5.1

How did O=[N+]([O-])c1cc(Cl)c(Cl)c(Cl)c1Cl do in these assays?
DDE Tn7 FP inh: 6.4; sPLA2-III inh: -2.1; UHRF1 binding: -0.7; KLK7 zymogen act: 0.1; NR1D1 modulator: 4.0; PLCg1 inh: -0.1; DDE Tn6 FP inh: 2.8; PLCb3 inh: -0.3; ASAP1 inh: 8.0; ARFGAP1 inhibitor: -1.6

How did CC(C)C(=O)NC(=S)Nc1ccc(S(=O)(=O)N(C)Cc2ccccc2)cc1 do in these assays?
DDE Tn7 FP inh: 2.0; sPLA2-III inh: -16.4; UHRF1 binding: -3.6; KLK7 zymogen act: -0.6; NR1D1 modulator: -2.1; PLCg1 inh: 5.1; DDE Tn6 FP inh: -2.2; PLCb3 inh: -1.1; ASAP1 inh: -19.9; ARFGAP1 inhibitor: -1.5

What do the screens show for `CCCN(C(=O)CSc1nnc2ccccn12)C1CCS(=O)(=O)C1` (centres undefined)?
DDE Tn7 FP inh: 4.5; sPLA2-III inh: 6.5; UHRF1 binding: -0.1; KLK7 zymogen act: 0.8; NR1D1 modulator: 5.2; PLCg1 inh: -1.6; DDE Tn6 FP inh: -8.6; PLCb3 inh: -11.3; ASAP1 inh: -8.4; ARFGAP1 inhibitor: -4.8

Results for COc1cc(/C=C/C(=O)Nc2cccnc2)cc(OC)c1OC ?
DDE Tn7 FP inh: -2.8; sPLA2-III inh: -6.1; UHRF1 binding: -4.1; KLK7 zymogen act: 5.2; NR1D1 modulator: -0.8; PLCg1 inh: -70.9; DDE Tn6 FP inh: -0.5; PLCb3 inh: -96.1; ASAP1 inh: 7.7; ARFGAP1 inhibitor: 10.0

How did CCN1C[C@@H]2[C@@H]3C(=O)N(Cc4ccccc4)C(=O)[C@@H]3[C@](CC)(C(=O)OC)N2C1=NC do in these assays?
DDE Tn7 FP inh: -1.7; sPLA2-III inh: 5.0; UHRF1 binding: -1.9; KLK7 zymogen act: 0.7; NR1D1 modulator: 0.9; PLCg1 inh: -1.5; DDE Tn6 FP inh: -0.8; PLCb3 inh: 4.2; ASAP1 inh: -9.3; ARFGAP1 inhibitor: -3.4

What do the screens show for `COc1ccc(-n2c(SCc3cccnc3)nc3c(c2=O)SCC3)cc1OC`?
DDE Tn7 FP inh: -1.8; sPLA2-III inh: 6.9; UHRF1 binding: 0.4; KLK7 zymogen act: 0.8; NR1D1 modulator: 0.1; PLCg1 inh: 1.1; DDE Tn6 FP inh: -1.7; PLCb3 inh: -3.8; ASAP1 inh: -1.7; ARFGAP1 inhibitor: 5.9

How did CS(=O)(=O)N1CCN(c2ccccc2NC(=O)Nc2cccc(Cl)c2)CC1 do in these assays?
DDE Tn7 FP inh: -1.9; sPLA2-III inh: -16.0; UHRF1 binding: -1.6; KLK7 zymogen act: 1.1; NR1D1 modulator: 8.2; PLCg1 inh: 1.5; DDE Tn6 FP inh: -9.4; PLCb3 inh: -6.0; ASAP1 inh: 5.1; ARFGAP1 inhibitor: 15.9

Results for O=C(OCC(=O)N1CCN(c2ccccc2)CC1)c1ccco1 ?
DDE Tn7 FP inh: 5.0; sPLA2-III inh: 0.6; UHRF1 binding: 1.2; KLK7 zymogen act: -1.0; NR1D1 modulator: -5.2; PLCg1 inh: 0.7; DDE Tn6 FP inh: -10.4; PLCb3 inh: -2.1; ASAP1 inh: -2.4; ARFGAP1 inhibitor: -4.2

How did COc1cc(/C=C(\NC(=O)c2ccccc2)C(=O)Nc2nccs2)ccc1OC(C)=O do in these assays?
DDE Tn7 FP inh: -1.1; sPLA2-III inh: -7.4; UHRF1 binding: -3.0; KLK7 zymogen act: -0.2; NR1D1 modulator: -4.1; PLCg1 inh: 1.2; DDE Tn6 FP inh: 3.5; PLCb3 inh: 2.1; ASAP1 inh: -1.4; ARFGAP1 inhibitor: -14.6

What do the screens show for `O=C(COc1ccc(F)cc1)Nc1cc(Cl)ccc1-n1cncn1`?
DDE Tn7 FP inh: 4.2; sPLA2-III inh: 6.6; UHRF1 binding: 1.7; KLK7 zymogen act: 0.0; NR1D1 modulator: -1.8; PLCg1 inh: -2.5; DDE Tn6 FP inh: 3.1; PLCb3 inh: -1.7; ASAP1 inh: -6.8; ARFGAP1 inhibitor: 4.0

Results for Cc1c(CC(=O)O)c(=O)oc2cc(OCc3ccc(Br)cc3)ccc12 ?
DDE Tn7 FP inh: -3.5; sPLA2-III inh: -19.0; UHRF1 binding: -0.5; KLK7 zymogen act: 1.2; NR1D1 modulator: 4.8; PLCg1 inh: -75.3; DDE Tn6 FP inh: 1.2; PLCb3 inh: -124.0; ASAP1 inh: -7.0; ARFGAP1 inhibitor: -2.1

What do the screens show for `O=C1COc2ccc(C(=O)COC(=O)CNC(=O)c3ccccc3)cc2N1`?
DDE Tn7 FP inh: -5.0; sPLA2-III inh: 2.6; UHRF1 binding: 0.6; KLK7 zymogen act: 0.1; NR1D1 modulator: -3.3; PLCg1 inh: 2.0; DDE Tn6 FP inh: 0.4; PLCb3 inh: 1.8; ASAP1 inh: 17.6; ARFGAP1 inhibitor: -4.3

Screening data deposited in PubChem by several laboratories.
